CHT inh: human CHT choline transport inhibition; 310,000 tested, 0.86% active; B-score at 10 µM; CHT-expressing cells, membrane potential dye, choline response; active compounds read low; AID 488975;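 active means B-score over 3 SD under the library average, and starting fluorescence ratio not unusually high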;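 further: choline stimulus applied at its EC90 after an EC20 pre-addition; B-score computed on integrated fluorescence ratio after choline addition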
Target sequence (Q9GZV3 whole entry, looked up): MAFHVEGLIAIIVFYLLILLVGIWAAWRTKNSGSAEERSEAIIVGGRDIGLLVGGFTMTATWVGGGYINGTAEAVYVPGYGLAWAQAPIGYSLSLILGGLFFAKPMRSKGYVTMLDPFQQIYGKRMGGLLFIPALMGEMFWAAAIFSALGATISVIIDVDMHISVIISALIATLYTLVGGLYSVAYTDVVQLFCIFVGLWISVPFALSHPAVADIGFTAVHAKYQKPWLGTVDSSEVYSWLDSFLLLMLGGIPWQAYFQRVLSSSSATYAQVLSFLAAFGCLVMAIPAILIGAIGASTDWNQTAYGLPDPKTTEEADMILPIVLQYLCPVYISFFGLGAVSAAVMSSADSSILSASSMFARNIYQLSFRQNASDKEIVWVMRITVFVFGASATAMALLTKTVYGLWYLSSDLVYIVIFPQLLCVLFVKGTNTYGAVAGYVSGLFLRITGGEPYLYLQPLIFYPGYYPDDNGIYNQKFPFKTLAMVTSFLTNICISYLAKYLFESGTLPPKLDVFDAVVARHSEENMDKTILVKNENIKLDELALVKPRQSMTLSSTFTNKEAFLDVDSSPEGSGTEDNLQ
CHT allo act: human CHT allosteric activation. B-score at 10 µM. AID 488977. 310,000 tested, 0.49% active. CHT-expressing cells, membrane potential dye, choline EC20; active compounds read high; LV-AA mutant CHT in HEK293 cells;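 active means initial fluorescence not abnormally high and integrated response B-score, plate-corrected, over 3 SD above library mean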
STK33 inh: inhibitors of human STK33 kinase; 320,000 tested, 0.073% active; AID 2661; Q9BYT3; inhibition, % at 10 µM; purified STK33, MBP phosphorylation, ADP-Glo luminescence;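 active means inhibition at or above 25%, using the most active replicate where run in duplicate; inactive means inhibition below 25%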
Numbers without * were called inactive; i = inactive; · = not tested or not shown.

smiles	STK33 inh	CHT allo act	CHT inh
COc1ccc(C(=O)Nc2ccc3c(c2)nc(CCNC(=O)c2ccco2)n3C)cc1	2.7	i	i
O=C(Nc1cccc([N+](=O)[O-])c1)Nc1ccc(Cl)cn1	-1.2	i	i
O=C(C1CCCN(c2ncccn2)C1)N1CCc2ccccc21 (stereo not given)	0.7	i	i
NS(=O)(=O)c1ccc(CNC(=O)C2(c3ccc(Cl)cc3)CC2)cc1	-2.2	i	i
CCCN(CCC)CCCNC(=O)c1ccc2c(Cl)c3c(nc2c1)CCC3	-0.6	i	i
CCc1[nH]nc(C(=O)N2CCCC(Nc3ccc(C(C)C)cc3)C2)c1C (stereo not given)	-2.4	i	i
COc1ccc(CC(=O)N2CCN=C2SC)cc1	-0.6	i	i
Cc1ccc(-c2ccc(/C=C(\C#N)C(=O)Nc3cc(C)nn3-c3ccccc3)o2)cc1	-1.1	i	i
Cc1ccc(NC(=O)C(=O)c2c[nH]c3ccccc23)cc1	-0.7	i	i
COc1ccc([C@@H]2CC=C(C(=O)O)CN2S(=O)(=O)c2ccc(C)cc2)cc1OC	-1.1	i	i
COC(CNC(=O)CSCc1nc(-c2ccc(SC)cc2)oc1C)OC	-0.8	i	i
O=C(CCSCc1ccccc1Cl)NCc1ccco1	0.3	i	i
CCOc1ccc(NS(=O)(=O)c2ccc3c(c2)CCN3C(C)=O)cc1	-0.2	i	i
CCOC(=O)c1c(C)[nH]c(C)c1S(=O)(=O)NCC1CCN(Cc2ccccc2OC)CC1	0.2	i	i
Cc1ccc([N+](=O)[O-])cc1S(=O)(=O)NCc1cccnc1	-0.7	i	i
[O-][n+]1ccc(C(O)c2ccccc2)cc1 (stereo not given)	-0.2	i	i
O=C(CCCSc1ccccc1)Nc1nc(-c2ccccn2)cs1	-0.1	i	i
Cc1cc(C)c(C)c(C(=O)C2OC(=O)C(C)(C)C(=O)C2(C)C)c1C (stereo not given)	-0.5	i	i
CCc1ccc(NC(=O)N(CCN(C)C)C(C)c2cccnc2)cc1 (stereo not given)	0.0	i	i
OCCN(Cc1ccccc1)Cc1cccc(F)c1	-1.2	i	i

4 entries out of the list above, sorted by the value under STK33 inh, falling:
molecule | STK33 inh | CHT inh
CCOC(=O)c1c(C)[nH]c(C)c1S(=O)(=O)NCC1CCN(Cc2ccccc2OC)CC1 | 0.2 | i
O=C(CCCSc1ccccc1)Nc1nc(-c2ccccn2)cs1 | -0.1 | i
CCOc1ccc(NS(=O)(=O)c2ccc3c(c2)CCN3C(C)=O)cc1 | -0.2 | i
Cc1ccc([N+](=O)[O-])cc1S(=O)(=O)NCc1cccnc1 | -0.7 | i

Other records
smiles	STK33 inh	CHT allo act	CHT inh
COC(=O)c1ccc(CSc2nc3ccc(S(N)(=O)=O)cc3[nH]2)cc1	0.8	i	i
O=C1C2CCCCN2C(=O)N1CCCCN1CCN(c2cccc(Br)c2)CC1 (stereo not given)	2.0	i	i
COc1ccc(C2C(C(=O)c3sc(C)nc3C)=C(O)C(=O)N2CCN(C)C)cc1OC (stereo not given)	-1.4	i	i
O=C(CCCCCN1C(=O)c2ccccc2C1=O)NC1CCCC1	0.4	i	i
Cc1ccc(NC(=O)CN(C)C(=O)Cc2ccc(Cl)cc2Cl)cc1	-1.5	i	i
COc1ccc(NC(=O)c2nnn(Cc3cccc(F)c3)c2N)c(OC)c1	-0.7	i	i
CC(C)COc1ccc(-c2nnc(-c3ccco3)o2)cc1	0.5	i	i
CCC(C)NCCCCOc1ccc(Br)cc1 (stereo not given)	-2.4	i	i
CCN(CC(=O)Nc1cccc(OC)c1)C(=O)C1CCN(C(=O)Nc2ccccc2)CC1	-3.9	i	i
Cc1ccc2[nH]c(=O)c(-c3nc4cc(C)ccn4c3NCc3ccco3)cc2c1	1.1	i	i

Structural class, those above containing bromine (two)
smiles	STK33 inh	CHT allo act	CHT inh
O=C1C2CCCCN2C(=O)N1CCCCN1CCN(c2cccc(Br)c2)CC1 (stereo not given)	2.0	i	i
CCC(C)NCCCCOc1ccc(Br)cc1 (stereo not given)	-2.4	i	i

More entries follow.
smiles	STK33 inh	CHT allo act	CHT inh
O=C(c1cscn1)N1CCCC(N2CCN(c3ccc(F)cc3)CC2)C1 (stereo not given)	0.1	i	i
Cc1cc(C)c(NC(=O)Cn2c(=O)n(-c3ccc(CC(=O)NCC4CCCO4)cc3)c(=O)c3ccccc32)c(C)c1 (stereo not given)	-0.7	i	i
CN(C)C(=O)CSc1nnc(-c2ccncc2)n1Cc1ccco1	-0.9	i	i
CCn1c(SCC(=O)c2c[nH]c3ccccc23)nnc1-c1cccs1	-2.2	i	i
COc1ccc(Cc2nnc(Nc3ccc(C)cc3)o2)cc1OC	-0.3	i	i
CN(C)c1ccc(CN(C(=O)C2COc3ccccc3O2)C2CCS(=O)(=O)C2)cc1 (stereo not given)	-0.6	i	i
CCCC(=O)NC(C)c1nc2ccccc2n1C (stereo not given)	0.5	i	i
CC1CC(C)CN(CCCNC(=O)c2ccc3c(SCC(=O)O)c4c(nc3c2)CCC4)C1 (stereo not given)	1.1	i	i
CCN(CCn1cccn1)C(=O)c1cc(COc2ccc(F)cc2Cl)on1	-1.2	i	i
CN(C)CCNC(=O)Nc1cccc(Cl)c1Cl	-1.1	i	i
COc1ccc(Cl)cc1C(=O)N(Cc1nc(-c2cccc(C)c2)no1)C(C)C	-0.1	i	i
COC(=O)c1cc(S(=O)(=O)NCc2ccccc2)cn1C	·	i	i
COc1ccc(C)cc1-n1nc2ccccc2n1	-0.4	i	i
CC(=O)Cc1nsc(NC(=O)c2oc(-c3ccccc3Cl)cc2C)n1	0.1	i	i
Nc1cc(N)nc(SCC(=O)N2CCc3ccccc32)n1	-0.7	i	i
Cc1cc(C)cc(NC(=O)C2CCN(S(=O)(=O)c3c(C)n[nH]c3C)CC2)c1	-0.5	i	i
O=C(N/N=C/c1ccc([N+](=O)[O-])cc1)c1ccccc1OCc1ccccc1	-0.5	i	i
Cn1cc(CCCC(=O)NCc2ccccc2)c2ccccc21	-1.2	i	i
COc1ccc(C2C(C(C)=O)=C(O)C(=O)N2c2nccs2)c(OC)c1 (stereo not given)	·	i	i
CC1Cc2ccccc2N1C(=O)CN1C(=O)C(=O)N(Cc2ccccc2)C1=O (stereo not given)	0.2	i	i
CCC(C)Nc1nc2ccccc2n2c(C)nnc12 (stereo not given)	-0.4	i	i
O=C(O)C1=CC(=C(c2ccc(O)c(C(=O)O)c2)c2ccc(O)c(C(=O)O)c2)C=CC1=O	3.3	i	i
O=C(NNC(=O)c1ccccc1C(=O)O)c1ccc(-c2ccccc2)cc1	-2.5	i	-6.7*
O=C(NCCCCNC(=O)c1cccs1)c1cccs1	-1.8	i	i
CC1(C)COC(/C=C/c2cccc([N+](=O)[O-])c2)=N1	-0.4	i	i
COc1cccc(NC(=O)c2ccc(N3C(=O)C4CC=C(C)CC4C3=O)cc2)c1 (stereo not given)	-0.9	i	i
CCNc1nc(NC(C)(C)C)nc(SC(C(C)=O)C(C)=O)n1	-0.5	i	i
NC(=O)COC(=O)CC12CC3CC(CC(C3)C1)C2	-1.3	i	i
O=C(CC1CCCC1)Nc1ccc(Br)cc1	-0.3	i	i
O=C(CN1CCN(C(=O)c2ccccc2)CC1)Nc1ccc(Cl)cc1F	-2.0	i	i
COc1ccc(S(=O)(=O)N(C)C)cc1NC(=O)[C@H](Cc1ccccc1)N1C(=O)c2ccccc2C1=O	-1.7	i	i
CCN(C(C)=O)c1cccc2ccccc12	-0.9	i	i
CCOC(=O)Cc1ccc(NC(=O)c2ccccc2Br)cc1	-0.2	i	i
COc1cc(/C=N/OCC(=O)Nc2ccc(OC(F)F)cc2)ccc1OCc1ccccc1	0.0	i	i
COc1ccc(-c2nc(CS(=O)CC(=O)NCc3ccc(Cl)cc3)c(C)o2)cc1 (stereo not given)	-1.4	i	i
COc1ccc(-c2cc(C(=O)NCC(c3ccccc3)N(C)C)c3ccccc3n2)cc1OC (stereo not given)	-1.5	i	i
COc1ccc(NC2=NCC(=O)N2Cc2cccs2)cc1	-0.7	i	i
Cc1ccc(NC(=O)CN(C)S(=O)(=O)c2cccc3cccnc23)c(C)c1	-1.3	i	i
O=C(NC1CCCCC1)c1ccc(-c2ccccc2)cc1	-1.8	i	i
Cc1ccc(C2(C)NC(=O)N(CC(=O)Nc3ccc(N4CCOCC4)cc3N3CCOCC3)C2=O)cc1 (stereo not given)	-1.7	i	i
CCOC(=O)c1[nH]ncc1CN1CCC(Cc2cccc(OC)c2)(C(=O)OCC)CC1	-0.4	i	i
Oc1ccc(Br)cc1C1Nc2ccccc2S1 (stereo not given)	2.1	i	i
CCC(c1nnnn1CCOC)N1CCN(Cc2ccccc2OC)CC1 (stereo not given)	-1.9	i	i
Cc1ccc(CNCC(O)(c2ccccc2)c2ccc(F)cc2)cc1 (stereo not given)	-0.9	i	i
O=CC1=C(N2CCOCC2)/C(=C\c2ccccc2)CC1	0.3	i	i
Cc1cc(N2C(=O)C3C4CC(C(Br)C4Br)C3C2=O)no1 (stereo not given)	-0.4	i	i
Cn1c(SCC(=O)N2CCc3ccccc32)nnc1C1CC1	-0.1	i	i
CC1CCc2nc(NCCO)nc(C(F)(F)F)c2C1 (stereo not given)	-1.8	i	i
O=C(N/N=C/c1cccnc1)/C(=C\c1cccs1)NC(=O)c1ccccc1	1.8	i	i
CCOc1cccc(C2C(C(=O)c3ccc(C)o3)=C(O)C(=O)N2CCCn2ccnc2)c1 (stereo not given)	1.3	i	i

Just STK33 inh and CHT inh, for 5 of the compounds above:
Structure | STK33 inh | CHT inh
Oc1ccc(Br)cc1C1Nc2ccccc2S1 (stereo not given) | 2.1 | i
CCC(c1nnnn1CCOC)N1CCN(Cc2ccccc2OC)CC1 (stereo not given) | -1.9 | i
Cc1ccc(CNCC(O)(c2ccccc2)c2ccc(F)cc2)cc1 (stereo not given) | -0.9 | i
O=CC1=C(N2CCOCC2)/C(=C\c2ccccc2)CC1 | 0.3 | i
Cc1cc(N2C(=O)C3C4CC(C(Br)C4Br)C3C2=O)no1 (stereo not given) | -0.4 | i

(continued)
smiles	STK33 inh	CHT allo act	CHT inh
Cc1ccc(C(=O)N2CCN(c3ccc(Cl)cc3)CC2)cc1	-1.4	i	i
O=C(COC(=O)C1CCC(=O)N1)Nc1ccc(Br)cc1 (stereo not given)	-0.2	i	i
C=CCCC(=O)N1CCC(n2nccc2NC(=O)c2ccc(OC)cc2)CC1	-0.5	i	i
CCOC(=O)N1CCN(C(=O)c2cccc(NC3=NC4CS(=O)(=O)CC4S3)c2)CC1 (stereo not given)	-1.4	i	i
Cc1nc(C(=O)NCC(=O)c2ccccc2)c(C(F)(F)F)o1	-0.5	i	i
Cn1c(=O)n(C)c2cc(/C=N/NC(=O)c3cc4cc(Br)ccc4o3)ccc21	-1.2	i	i
CC1CN(C(=O)Nc2cccc(C(F)(F)F)c2)CC(C)O1 (stereo not given)	-2.6	i	i
Cn1cnc([N+](=O)[O-])c1S(=O)(=O)c1cccc(Cl)c1	11	i	i
COc1ccc(/C=C(\C#N)C(=O)Nc2cccc(C)n2)cc1	3.4	i	i
CC1(C)COC(c2cccn2Cc2ccc(F)cc2Cl)=N1	-0.4	i	i
Cc1ccc(C(=O)Nc2ncc(C)s2)o1	1.6	i	i
O=C(CSCc1ccccc1)Nc1ccc2c(c1)C(=O)NC2=O	5.8	i	i
CCCn1c2ccccc2c2cnn(CC(=O)NCCN(CC)CC)c(=O)c21	-0.7	i	-9.1*
CN1CCN(c2ccc(C(F)(F)F)cc2NC(=O)Nc2ccccc2)CC1	0.0	i	i
CC1(C)OC(=O)C(=Cc2ccc[nH]2)C(=O)O1	-0.5	i	i
CCCCSc1cnn(-c2ccccc2)c(=O)c1SCCCC	-1.2	i	i
O=C(NC1CCCCC1)C(c1cccnc1)N(C(=O)CCl)c1ccccc1Cl (stereo not given)	-1.0	i	i
O=C(NCc1nnc(SCC(=O)N2CCC(Cc3ccccc3)CC2)o1)c1ccco1	-1.5	i	i
CCOC(=O)c1sc(NC(=O)CSc2n[nH]c(CC)n2)nc1C	0.2	i	i
Cc1ccc(CCNC(=O)C2CCN(S(=O)(=O)c3cccc4nonc34)CC2)cc1	-1.7	i	i
O=C(Nc1ccc(N2CCOCC2)cc1)c1cc(-n2cnnc2)ccc1Cl	-0.6	i	i
O=C(COc1cccnc1[N+](=O)[O-])c1ccc(Cl)s1	1.2	i	i
CCOc1ccc(CN2CCN(CCCc3ccccc3)CC2CCO)cc1 (stereo not given)	-1.1	i	i
COc1ccc(C(=O)O/N=C(\N)Cc2ccc([N+](=O)[O-])cc2)c(OC)c1	2.5	i	i
CC(C)(C)C(=O)OCOC(=O)[C@@H]1N2C(=O)[C@@H](N=CN3CCCCCC3)[C@H]2SC1(C)C	-0.5	i	i
CC1=C(C(=O)OCC2CCCO2)C(c2ccccc2)NC(=O)N1 (stereo not given)	1.0	i	i
O=C(CNC(=O)c1cccnc1)N/N=C/c1ccc(O)cc1O	-0.3	i	i
CN1CCCC(OC(=O)c2ccc(S(=O)(=O)N(C)C)cc2)C1 (stereo not given)	-0.6	i	i
